High-throughput results: PubChem BioAssay, Sanford-Burnham Center for Chemical Genomics
VHR inh color = VHR1 phosphatase inhibitors, primary screen, biochemical, colorimetric, HTS. AID 1992, 2009. inhibition, % at 20 µM. recombinant VHR phosphatase, colorimetric substrate read-out. Dual specificity protein phosphatase 3 (Homo sapiens), P51452. actives 0.7% (n = 50,000); in the data active = inhibition above about 60%; also: some results filed as inactive read as strong as hits
Target sequence (P51452 whole entry, looked up): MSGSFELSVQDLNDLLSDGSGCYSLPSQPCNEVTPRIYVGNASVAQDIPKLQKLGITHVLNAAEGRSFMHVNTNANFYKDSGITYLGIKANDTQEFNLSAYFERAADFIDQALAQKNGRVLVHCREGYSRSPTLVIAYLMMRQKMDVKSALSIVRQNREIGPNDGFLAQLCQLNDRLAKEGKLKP
Active calls of the source: *. Some of the compounds tested. The share of hits here may be higher or lower than overall.

SMILES	VHR inh color
Cc1ccc(C2/C(=C(\O)c3ccccc3)C(=O)C(=O)N2CCN(C)C)cc1 (stereo not drawn)	-10
CC(=O)NS(=O)(=O)c1ccc(NS(=O)(=O)c2ccc([N+](=O)[O-])cc2)cc1	-10
O=C(/C=C/c1ccco1)Nc1sc2c(c1C(=O)O)CCC2	6
O=S(=O)(Nc1ccc(O)cc1)c1ccc(Br)cc1	-3
CCc1ccccc1NC(=O)c1cc2n(n1)C(C(F)(F)F)CC(c1ccccc1)N2 (stereo not drawn)	0
Cc1cccc(C)c1OCC(=O)Nc1ccc(C(=O)Nc2ccccc2C(=O)O)cc1	-18
CC12CCC(C(=O)N(c3nc(-c4ccccc4)cs3)C1=O)C2(C)C (stereo not drawn)	-12
NS(=O)(=O)c1ccc(CCNC2CC(=O)N(CCc3ccccc3)C2=O)cc1 (stereo not drawn)	2
Cc1nc(SCc2ccccc2)nc2ccccc12	-4
C/C=C/C(=O)N1c2ccc(OC)cc2C(C)=CC1(C)C	-29
CCNC(=O)/C(C#N)=C/c1ccc(Cl)cc1Cl	21
CCOc1cccc(/C=N/NC(=O)CSc2nc3ccccc3n2CC)c1O	6
CCOC(=O)c1sc(-n2nc(C)cc2C)nc1C	0
C=CCOc1ccc(Cl)cc1/C=C1/C(=N)N2N=C(CCC)SC2=NC1=O	108*
CC1=C(C(=O)OCc2ccccc2)C(c2cccc(Cl)c2Cl)C2=C(CCCC2=O)N1 (stereo not drawn)	-16
O=c1c2c([nH]n1-c1ccccc1)CCC2	-18
CCc1ccccc1NC(=O)c1ccc(I)cc1	-21
Cc1ccc(S(=O)(=O)Nc2ccccc2C(O)C[N+](=O)[O-])cc1 (stereo not drawn)	56
COc1cc(C(=O)NCc2ccc(C(C)C)cc2)cc(OC)c1OC	8
CC1CCN(C(=O)c2ccccc2N(Cc2ccccc2)S(=O)(=O)c2ccccc2)CC1	19
Cc1ccc2c(c1)C(C)CC(C)(C)N2C(=O)Nc1ccccc1 (stereo not drawn)	13
CCOC(=O)c1c(NC(=O)Cc2ccc(Cl)cc2)sc(C(=O)Nc2ccccc2)c1C	29
CCOC(=O)Oc1ccc2c3c(c(=O)oc2c1)CCC3	-4
O=C(c1ccc(Cl)cc1)N1CCN=C1c1ccccc1	0
O=C(Nc1ccc(NS(=O)(=O)c2ccc(Cl)cc2)cc1)c1ccccc1	-37
Cc1ccc(N(CC(=O)NCc2cccnc2)S(=O)(=O)c2ccc(F)cc2)cc1	10
Cc1ccccc1NCC(=O)N/N=C\c1ccc(Cl)c([N+](=O)[O-])c1	-12
O=Cc1ccc(-c2cc(C(F)(F)F)cc(C(F)(F)F)c2)o1	-13
COC(=O)CSc1nc(N)c(C#N)c(-c2ccc(OC)cc2)c1C#N	3
COc1cccc(OCCCCS)c1	-8
CC(=O)N(C)c1ccc(NC(=O)c2ccc([N+](=O)[O-])cc2)cc1	8
C=CCN1C(=O)c2ccccc2C1(O)c1ccc(OC)cc1 (stereo not drawn)	-3
O=[N+]([O-])c1ccc(NCCCNS(=O)(=O)c2ccc(Cl)cc2)c(Cl)c1	-25
CCOC(=O)c1ccc(N2NC(=O)/C(=C/C=C/c3cccc([N+](=O)[O-])c3)C2=O)cc1	-18
Cc1ccc2oc(-c3ccc(NC(=O)c4ccc(Br)o4)c(C)c3)nc2c1	-18
CCCc1nn2c(N)c(/C=C3\C=C(Br)C=CC3=O)c(=O)nc2s1	-11
CCN(CC)c1ccc(/C=N/Nc2nn[nH]n2)c(O)c1	7
Cc1cc(OCc2ccccc2)c2c3c(c(=O)oc2c1)CCC3	-16
O=S1(=O)CCC(NS(=O)(=O)c2ccc(F)cc2)C1 (stereo not drawn)	-8
COCCCNCCCCOc1cc(C)cc(C)c1C	9
Cc1ccc(NC(=O)c2cc(C(=O)Nc3ccc(C)c(C)c3)cc(N3C(=O)c4ccccc4C3=O)c2)cc1C	-4
COc1cccc(N2C(=O)/C(=C/c3cc(OC)c(OC)c(OC)c3)SC2=S)c1	-24
O=C(COc1ccccc1[N+](=O)[O-])Nc1ccc(-c2nc3ncccc3o2)cc1	-5
C=CCNC(=O)COc1ccc2ccccc2c1	-21
O=C(COc1ccccc1[N+](=O)[O-])Nc1ccc(Cl)cc1C(=O)c1ccccc1	-5

Arranged by length of the SMILES (ascending): 16 of the compounds above.
SMILES	VHR inh color
O=c1c2c([nH]n1-c1ccccc1)CCC2	-18
O=C(c1ccc(Cl)cc1)N1CCN=C1c1ccccc1	0
C=CCN1C(=O)c2ccccc2C1(O)c1ccc(OC)cc1 (stereo not drawn)	-3
O=C(/C=C/c1ccco1)Nc1sc2c(c1C(=O)O)CCC2	6
Cc1ccc2c(c1)C(C)CC(C)(C)N2C(=O)Nc1ccccc1 (stereo not drawn)	13
O=Cc1ccc(-c2cc(C(F)(F)F)cc(C(F)(F)F)c2)o1	-13
CCOc1cccc(/C=N/NC(=O)CSc2nc3ccccc3n2CC)c1O	6
COC(=O)CSc1nc(N)c(C#N)c(-c2ccc(OC)cc2)c1C#N	3
CCCc1nn2c(N)c(/C=C3\C=C(Br)C=CC3=O)c(=O)nc2s1	-11
C=CCOc1ccc(Cl)cc1/C=C1/C(=N)N2N=C(CCC)SC2=NC1=O	108*
Cc1ccc(C2/C(=C(\O)c3ccccc3)C(=O)C(=O)N2CCN(C)C)cc1 (stereo not drawn)	-10
CCc1ccccc1NC(=O)c1cc2n(n1)C(C(F)(F)F)CC(c1ccccc1)N2 (stereo not drawn)	0
O=C(COc1ccccc1[N+](=O)[O-])Nc1ccc(-c2nc3ncccc3o2)cc1	-5
CC1CCN(C(=O)c2ccccc2N(Cc2ccccc2)S(=O)(=O)c2ccccc2)CC1	19
CC(=O)NS(=O)(=O)c1ccc(NS(=O)(=O)c2ccc([N+](=O)[O-])cc2)cc1	-10
Cc1ccc(NC(=O)c2cc(C(=O)Nc3ccc(C)c(C)c3)cc(N3C(=O)c4ccccc4C3=O)c2)cc1C	-4

Later entries.
SMILES	VHR inh color
CCOC(=O)C1CCN(CN2C(=O)C(=O)c3cc(Br)ccc32)CC1	-10
Cc1ccc(N2C(=O)CC(NCc3ccc(Cl)cc3Cl)C2=O)cc1 (stereo not drawn)	8
O=[N+]([O-])c1ccc(CNCCc2cccc(F)c2)cc1	-13
COc1ccc(OC)c(NC(=O)C2CN(S(=O)(=O)c3ccccc3)CCN2S(=O)(=O)c2ccccc2)c1 (stereo not drawn)	-47
CCN(CC)c1ccc(NC(=O)c2cccc(C)c2)cc1	-18
COC(=O)c1[nH]cnc1C(=O)Nc1ccc(C)cc1C(=O)c1ccccc1	-2
CCOC(=O)Nc1sc(C)c(CC)c1C(=O)OC	-7
O=C(Nc1ccc(-c2nc3ncccc3o2)cc1)c1ccc(-c2cccc(Cl)c2)o1	4
Cc1ccc(NC(=O)c2cc(Br)ccc2Cl)c([N+](=O)[O-])c1	-13
O=C(Nc1ccc(Cl)cc1)c1ccc(Br)o1	-2
COc1cc(C=C2C(=O)c3ccccc3C2=O)cc(I)c1OCc1ccc(Cl)cc1	-7
CCOC(=O)/C=C1\NC2(CCCCC2)Cc2cc(OC)c(OC)cc21	10
CCCOc1ccc(C(=O)Nc2sc(CC)cc2C(=O)OCC)cc1	-18
CCOc1ccc2sc(C=NC3CCCCC3)c(O)c2c1	-16
COc1cccc2c1N(C(=O)c1ccc(F)cc1)C(C)(C)c1ssc(=S)c1-2	24
O=C(O)CCCNC(=O)c1cn(-c2ccccc2)nc1-c1ccccc1	-19
O=C(c1nn2c(C(F)(F)F)cc(-c3cccs3)nc2c1Cl)N1CCOCC1	-14
CCCC1=NN(c2nc3ccccc3s2)C(=O)/C1=C(\C)N1CCOCC1	-5
Oc1ccc2ccccc2c1/C=N/Nc1nnc(-c2ccccc2)c(-c2ccccc2)n1	-14
CCCSc1nc(N)c(C#N)c(-c2ccccc2)c1C#N	-9
COc1ccccc1N1CCN(CC(O)COC2CC(C)CCC2C(C)C)CC1 (stereo not drawn)	6
OC1(c2ccccc2)c2ccccc2-c2ncccc21 (stereo not drawn)	13
CCOc1cccc(C(=O)Nc2ccc3nn(-c4ccc(F)cc4)nc3c2)c1	-16
O=C1C2C(C(=O)N1Cc1cccnc1)C1C=CC2C12CC2 (stereo not drawn)	-3
CCCCCCCCn1c(-c2nonc2NC(C)=O)nc2ccccc21	-18
COc1cc2ccccc2cc1C(=O)Nc1ccc2[nH]c(=O)[nH]c2c1	-9
COc1ccccc1NC(=O)CN1C(=O)/C(=C\c2cc(OC)c(OC)c(OC)c2)SC1=S	-12
O=C(c1ccccc1[N+](=O)[O-])N1CCN(c2cccc(Cl)c2)CC1	-8
COC(=O)c1ccc(N=Cc2ccc(Cl)cc2)cc1	-8
O=C(c1ccccc1F)N1CCN(Cc2cccc(F)c2)CC1	11
O=c1[nH]c2ccc(NS(=O)(=O)c3ccc(F)cc3)cc2[nH]1	-7
Cc1cc(C)c(NC(=O)COc2ccc(C)cc2C(C)(C)C)c(C)c1	-10
COc1ccc(NC(=O)/C(=C/c2ccccc2Cl)NC(=O)c2ccc(C)cc2)cc1	-6
CCOC(=O)c1ccc(NC(=S)NC(NC(=O)c2ccc(Br)cc2)C(Cl)(Cl)Cl)cc1 (stereo not drawn)	-13
O=C(Nc1cccc2nsnc12)c1ccc2c(c1)OCCO2	24
COc1cccc(NC(=S)NC(NC(=O)Cc2ccccc2)C(Cl)(Cl)Cl)c1 (stereo not drawn)	3
OCc1c(O)cnc2ccccc12	-6
COC(=O)C(C(=O)OC)C(c1ccccc1)C(C(=O)OC)C(=O)OC	0
CCOC(=O)c1ccc(NC(=O)CN(c2ccc(C)cc2)S(=O)(=O)c2ccc(SC)cc2)cc1	-30
CCc1ccc(NC(=O)C(=O)NCCN2CCN(C(=O)c3ccc(OC)cc3)CC2)cc1	0
CC(=O)n1cnc2c(c1=O)C1(CCCC1)Cc1ccccc1-2	8
O=C(COc1cccc(Cl)c1)N=Nc1c(O)[nH]c(=O)[nH]c1=O	-7
O=[N+]([O-])c1ccc(NCCNCCO)c(Cl)c1	-24
Clc1cccc(Cl)c1OCCCN1CCOCC1	-42
O=C(NNC(=O)c1ccc2ccccc2c1)c1ccc(Cl)cc1	-8
CCC(=O)N1c2ccccc2NC2=C(C(=O)CC(c3ccccc3)C2)C1c1cccc([N+](=O)[O-])c1 (stereo not drawn)	-8
Cc1cccc(NC(=O)Cc2ccccc2)c1	3
CCC(=O)Nc1ccc(Cl)c(-c2nc3ncccc3o2)c1	-21
O=[N+]([O-])c1ccc(OCC(O)CN2CCOCC2)cc1 (stereo not drawn)	-1
CN(C)CCSc1nc(O)c(-c2ccccc2)c(=O)n1-c1ccccc1	2
O=C(c1c(Cl)cccc1Cl)N1CCN(c2ccc(Cl)cc2)CC1	-18
CCN(CC)c1ccc(/C=N/N2C(=O)c3ccccc3C2=O)cc1	-11
CC(=O)Nc1ccc(S(=O)(=O)Nc2ccccc2C(N)=O)cc1	-2
O=C1N=c2ccc(Cl)cc2=C1c1sc(=S)n(Cc2ccco2)c1O	68*
CC1(C)CC(NC(=O)c2ccccc2F)CC(C)(C)N1	19
COc1ccc(CNCc2cccnc2)cc1	-9
Cc1ccccc1C(=O)Nc1c(C(=O)NCc2ccco2)cnn1-c1ccccc1	-23
CSc1nc(C)cc(-n2cc(Br)c(=O)[nH]c2=O)n1	-3
COc1ccccc1CNC(=O)CN(c1ccc(C)cc1)S(=O)(=O)c1ccc(C)cc1	7
O=C(O)CCCCCN1C(=O)C(=O)/C(=C(/O)c2ccccc2)C1c1ccccc1 (stereo not drawn)	-5
Next section:
SMILES	VHR inh color
Oc1cccc(/C=N/Nc2nc3ccccc3s2)c1	-43
Cc1ccc(N2CC(C(=O)Nc3cc(C)ccc3F)CC2=O)cc1 (stereo not drawn)	-20
CN1C(=O)NC(=O)/C(=C\c2ccc([N+](=O)[O-])o2)C1=O	29
Cc1cccc(NC(=O)CC2CCCCC2)c1	-10
CCOC(=O)c1c(NC(=O)CC2SC(N)=NC2=O)sc(C)c1C (stereo not drawn)	21
CCCc1c(C)nc2c(Br)cccc2c1SCC(=O)O	-9
CCN(CC)c1ccc(/C=C2\SC(=S)N(CCc3ccccc3)C2=O)cc1	-3
CC(=C/C(=O)O)/C=C/c1c[nH]c2ccccc12	3
Clc1ccc(CNc2ncn[nH]2)cc1	-4
CC1=CC(C)C2COC(c3cccnc3)C1C2C (stereo not drawn)	-4
Cc1ccc(C(=O)NNC(=O)c2ccc(O)cc2)cc1	0
Cc1cc(NC(=O)c2ccccc2)sc1C	-15
CCOc1cc(/C=C(\C#N)c2nc3ccccc3s2)ccc1O	4
COc1ccccc1NC(=O)C1(c2ccccc2)CCOCC1	-12
COc1ccc(NC(=O)CN(c2cccc(C(F)(F)F)c2)S(C)(=O)=O)cc1	-18
C(=N\N1CCN(c2ccccn2)CC1)/c1cccs1	-1
CCCCc1c(C)nc(N/N=C/c2cccc(OC)c2O)[nH]c1=O	-2
Cc1ccc(Nc2nc(-c3ccc(S(=O)(=O)N4CCCCC4)cc3)cs2)cc1Cl	3
CCOc1ccccc1/C=C1\C(=O)NC(=O)N(c2ccc(Br)c(C)c2)C1=O	1
Cc1ccc(S(=O)(=O)NN2C(=O)/C(=C/c3ccc(C(=O)O)cc3)SC2=S)cc1	-22
CC(C)C(=O)Nc1ccc(Cl)c(-c2nc3ccccc3[nH]2)c1	3
Cc1cccc(NC(=O)CSC(N)=O)c1	-23
O=c1oc2c(F)c(F)c(F)c(F)c2c2[nH]ncc12	-2
COc1ccc(C(=O)N/C(=C\c2ccc(Cl)cc2)C(=O)NCCN2CCOCC2)cc1	-22
O=C(CCC1CCCC1)Nc1ccc(F)c([N+](=O)[O-])c1	-38
CC(C)Nc1nc(-c2cccnc2)nc2ccccc12	-27
O=C(Nc1ccccc1C(F)(F)F)C(F)(F)F	-13
O=C(NCCOc1ccccc1)c1cccc2ccccc12	-42
Cc1ccc(C2CC(C(F)(F)F)n3ncc(C(=O)Nc4ccccc4C(F)(F)F)c3N2)cc1 (stereo not drawn)	1
Cc1ccc(N2NC(=O)/C(=C/c3cccc(Br)c3)C2=O)cc1	29
O=C(Oc1ccc(/C=C2/SC(=S)N(c3ccccc3)C2=O)cc1)c1ccccc1	-8
Cc1ccc(-c2csc(NC(=O)c3ccc(F)cc3)n2)cc1	7
Cc1ccc(-c2cc(C(F)(F)F)n3ncc(C(=O)NCC4CCCO4)c3n2)cc1 (stereo not drawn)	-28
COc1cc(C=O)ccc1OCc1ccccc1COc1ccc(/C=C2/SC(=S)NC2=O)cc1OC	80
